14-3-3 Bad PPI = disrupts binding of bovine 14-3-3 zeta to phospho-Bad peptide | P63103 | TR-FRET 14-3-3zeta/Dy647-pBad peptide displacement, 1 h | inhibition, % at 21.7 µM | actives 0.71% (n = 220,000);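 active means inhibition above about 70%, limit read from the data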;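 further: 0% = full 14-3-3 plus peptide FRET controls and 100% = background without 14-3-3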
TbHK1 inh = blocks Trypanosoma brucei hexokinase 1 activity; inhibition, % at 10 µM; actives 0.11% (n = 220,000); AID 1430; recombinant TbHK1, G6PDH-coupled NADH A340;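 active means inhibition of 50% or more in the single-dose primary screen; inactive means inhibition below 50%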
Hck Nef HTS = inhibitors of human Hck kinase activated by Nef. actives 0.68% (n = 220,000). AID 463187. inhibition, % at 20 µM. Recombinant Hck-YEEI plus Nef, Z-Lyte FRET kinase assay. P08631;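 active means Hck-Nef kinase inhibition above about 50%, limit read from the data; inactive means inhibition below that limit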;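 further: 0% = DMSO with Hck plus Nef and 100% = Hck alone without Nef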
EBV gp42 inh = blocks Epstein-Barr virus glycoprotein 42 binding; Q1HVG2; inhibition, % (tested at 21.74 µM); actives 0.42% (n = 220,000); Fluorescence polarization binding assay, mP read-out; in the data active means inhibition above about 50%
p47phox inh = p47phox (human) inhibition; P14598; p47phox/p22phox peptide binding, fluorescence polarization, 2 h; inhibition, % at 24.7 µM; actives 0.53% (n = 220,000); AID 1274;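 active means inhibition above about 30%, limit read from the data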;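 further: 0% = p47phox with labelled peptide and 100% = labelled peptide alone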
Target sequence (P14598 whole entry, looked up): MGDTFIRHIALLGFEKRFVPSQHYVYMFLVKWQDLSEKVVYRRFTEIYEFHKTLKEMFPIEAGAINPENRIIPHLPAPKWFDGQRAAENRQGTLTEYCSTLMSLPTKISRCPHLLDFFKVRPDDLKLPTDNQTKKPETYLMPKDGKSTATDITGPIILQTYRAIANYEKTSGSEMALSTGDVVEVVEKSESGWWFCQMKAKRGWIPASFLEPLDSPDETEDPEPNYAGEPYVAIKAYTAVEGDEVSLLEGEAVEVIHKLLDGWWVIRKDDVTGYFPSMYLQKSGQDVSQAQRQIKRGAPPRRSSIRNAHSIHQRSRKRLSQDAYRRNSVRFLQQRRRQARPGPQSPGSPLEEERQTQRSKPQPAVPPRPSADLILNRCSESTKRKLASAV
Runt-SMMHC FRET = inhibitors of human RUNX1 Runt domain binding to CBFb-SMMHC; Q01196+Q13951; inhibition, % at 20 µM; actives 0.74% (n = 220,000); AID 1434; Cerulean-Runt/Venus-CBFb-SMMHC FRET ratio 530/480, 1 h;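 active means mean inhibition across duplicate retests at 20 µM reaching about 50%, limit read from the data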;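 further: 0% = DMSO wells and 100% = wells with excess untagged CBFb-SMMHC; inhibitors lower the FRET ratio by blocking Runt binding to CBFb-SMMHC; some results filed as inactive read as strong as hits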
Target sequence (Q01196 whole entry, looked up, the tested form may be a part): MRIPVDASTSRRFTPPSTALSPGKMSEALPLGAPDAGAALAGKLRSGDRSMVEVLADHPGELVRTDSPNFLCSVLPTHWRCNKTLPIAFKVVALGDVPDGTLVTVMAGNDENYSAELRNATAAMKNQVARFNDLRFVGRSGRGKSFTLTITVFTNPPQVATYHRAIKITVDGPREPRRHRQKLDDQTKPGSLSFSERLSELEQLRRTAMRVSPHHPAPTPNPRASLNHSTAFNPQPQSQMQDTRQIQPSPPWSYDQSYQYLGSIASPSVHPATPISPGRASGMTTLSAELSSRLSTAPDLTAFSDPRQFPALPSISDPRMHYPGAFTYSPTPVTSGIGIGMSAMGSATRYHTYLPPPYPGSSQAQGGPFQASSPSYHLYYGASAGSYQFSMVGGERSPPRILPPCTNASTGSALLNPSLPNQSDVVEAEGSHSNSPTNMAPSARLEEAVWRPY
Target sequence (Q13951 whole entry, looked up, the tested form may be a part): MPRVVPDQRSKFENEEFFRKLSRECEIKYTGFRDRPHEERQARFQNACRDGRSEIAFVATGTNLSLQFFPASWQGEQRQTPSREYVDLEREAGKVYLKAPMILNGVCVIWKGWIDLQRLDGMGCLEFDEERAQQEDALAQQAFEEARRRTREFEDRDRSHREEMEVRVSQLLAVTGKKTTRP
Mdm2 ligase inh = blocks human Mdm2 ubiquitin ligase activity; cell-based MDM2 ubiquitination luciferase reporter, 2 h; 0 = plate control, 100 = twice control, blank-subtracted; actives 0.11% (n = 210,000); signal enhancement, % at 5 µM; Q00987;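 active means signal enhancement of 30% or more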;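 further: luminescence tracks abundance of the self-degrading MDM2-luciferase fusion protein; higher signal means inhibition of MDM2 E3 ligase activity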
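Material: Stable MDM2–luciferase fusion reporter cells | Amount: 2000 cells seeded into each well | Dosing: One concentration, 5 µM, with 0.2% DMSO | Incubation: 4 h cell settling then 2 h compound exposure, 37 °C | Measured by: Luciferase luminescence | Read-out basis: % enhancement relative to plate controls after blank subtraction | Benchmarks: Control and blank well means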
L929 necroptosis = L929 zVAD cell death inhibition. L929 zVAD necroptosis rescue, ATP luminescence, 24 h; with zVAD 60 µM. AID 1377. actives 0.38% (n = 220,000). viability rescue, % at 10 µM;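 active means activation, scaled between plate controls, above about 75%, limit read from the data; inactive means activation under that limit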;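 further: 0% = zVAD with DMSO and 100% = DMSO alone without zVAD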
Runt-CBFb FRET = Runt domain-CBFb interaction inhibition; Q01196+Q13951; Cerulean-Runt/Venus-CBFb FRET ratio 530/480, 1 h; inhibition, % at 20 µM; actives 0.46% (n = 220,000);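 active means inhibition over about 50% at 20 µM in the single-dose screen, limit read from the data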;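 further: 0% = DMSO wells and 100% = excess unlabeled CBFb competitor control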
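Assay system: Cerulean-tagged RUNX1 Runt domain (FRET donor) fusion protein / Amount: 100 nM each of Venus-CBFb and Cerulean-Runt domain / Medium: Tris buffer pH 7.5 with salts and BSA / Also added: Venus-CBFb 100 nM / Schedule: 1 h complex formation plus 1 h compound treatment, room temperature / Signal: FRET fluorescence / Read-out: loss of energy transfer signal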
* hit, by the source's call; . = not tested or not shown; [ ] = another dose, or the depositor's remark.

The first 2 compounds, ahead of the listing:
Value order – 14-3-3 Bad PPI	TbHK1 inh	Hck Nef HTS	EBV gp42 inh	p47phox inh	Runt-SMMHC FRET	Mdm2 ligase inh	L929 necroptosis	Runt-CBFb FRET
- COc1ccc2cnn(CCOc3ccccc3)c(=O)c2c1OC
 : -1.4	-5.5	0.2	-16.7	-10.3	4.3	-42.0	-0.4	-3.2
- Cc1ccc(NC(=O)/C=C/c2ccc(Cl)cc2)nc1
 : -14.5	-17.3	20.3	1.3	-9.1	-2.1	-4.1	56.9	-0.7

Main list, previewed entries included:
Value order – 14-3-3 Bad PPI	TbHK1 inh	Hck Nef HTS	EBV gp42 inh	p47phox inh	Runt-SMMHC FRET	Mdm2 ligase inh	L929 necroptosis	Runt-CBFb FRET
- COc1ccc2cnn(CCOc3ccccc3)c(=O)c2c1OC
 : -1.4	-5.5	0.2	-16.7	-10.3	4.3	-42.0	-0.4	-3.2
- Cc1ccc(NC(=O)/C=C/c2ccc(Cl)cc2)nc1
 : -14.5	-17.3	20.3	1.3	-9.1	-2.1	-4.1	56.9	-0.7
- O=Cc1ccc(-n2nncc2-c2ccc([N+](=O)[O-])cc2)cc1
 : 15.0	0.6	14.2	-6.3	1.1	.	3.2	0.0	.
- Cn1c(=O)n(CCC(=O)O)c2ccccc21
 : 4.0	5.1	2.5	-21.9	0.3	-3.1	-1.5	1.3	-0.7
- O=C1C(NS(=O)(=O)c2cccs2)=C(N2CCOCC2)C(=O)c2ccccc21
 : 0.6	-23.8	22.1	-12.0	3.3	-2.7	-3.5	-0.1	8.1
- O=C(COC(=O)/C=C/c1cccc(Cl)c1)NCCC1=CCCCC1
 : -2.6	-2.7	0.7	-4.0	-20.6	-0.4	-4.1	1.9	-5.2
- Cc1ccnc2nc(C(=O)OCCOc3ccccc3)nn12
 : -3.8	-5.7	-0.7	-13.7	-2.7	4.3	-3.4	0.1	-0.2
- CCc1ccc(C2=NN(CCC(=O)NC(C)c3ccc4c(c3)OCCO4)C(=O)CC2)cc1 (centres undefined)
 : 0.5	-3.9	22.3	8.8	-0.2	-1.0	7.0	-0.9	-1.9
- O=C(NNC(=O)C1CC1)c1ccc(-c2ccccc2)cc1
 : 5.4	-0.7	-16.1	2.6	3.3	-0.2	-19.1	2.6	1.1
- O=C1NC(=O)C(CC(=O)N(Cc2ccco2)C2(C(=O)NC3CCCCC3)CCCCC2)N1 (centres undefined)
 : 8.6	0.5	-7.2	-24.9	-12.4	6.8	5.6	0.0	-0.6
- NC(=O)CC(NC(=O)c1ccc(Br)cc1)c1ccc(NCCc2ccc(F)cc2)c([N+](=O)[O-])c1 (centres undefined)
 : 13.5	-5.4	29.1	-30.9	13.1	-5.7	-9.2	-0.7	-3.4
- Cc1cc2ncn(C(=O)c3c(-c4ccccc4Cl)noc3C)c2cc1C
 : 8.0	2.3	0.3	3.2	4.3	-1.3	-1.1	-0.1	-0.7
- O=C(CN(c1cccc(C(F)(F)F)c1)S(=O)(=O)c1ccc(Cl)c([N+](=O)[O-])c1)NCc1ccc(F)cc1
 : 4.5	0.2	-25.3	-15.4	-16.4	7.3	-6.6	-0.5	-0.5
- CN(C)C(=O)c1ccc2c(c1)C1C3CCC(C3)C1C(c1ccccc1)N2 (centres undefined)
 : -0.6[fluorescence artefact?]	1.8	5.2	-9.9	-8.9	0.6	-2.7	1.1	-5.1
- Cc1nn(CCC#N)c(NC(=O)c2ccc(Cl)cc2)c1P(=O)(Nc1ccc([N+](=O)[O-])cc1)N1CCOCC1 (centres undefined)
 : 0.7	-31.5	3.9	-5.2	-7.5	27.1	-14.9	-0.1	2.1
- CCCC(=O)c1ccc(N2CCCC2)c(F)c1
 : -7.2[fluorescence artefact?]	-14.7	7.3	-15.3	-20.6	5.1	.	0.7	-0.5
- CCOC(=O)c1cnc2cc(C)nn2c1C
 : -3.7	-2.7	0.9	-22.0	-6.1	0.0	-21.1	-0.3	2.2
- COCCNC(=O)CN(C(=O)c1ccc(N2CCCC2)nc1)c1ccccc1
 : 0.3	-12.7	17.6	-13.1	-8.3	-1.1	1.3	-1.3	0.9
- CN(C)S(=O)(=O)Oc1ccc(C(=O)Nc2ccc([N+](=O)[O-])cc2)cc1
 : -5.4	-1.0	15.8	1.9	3.3	0.1	-12.3	2.2	0.8
- Cc1onc(-c2c(Cl)cccc2Cl)c1NC(=O)NNc1ccccn1
 : -14.8	-5.8	5.4	1.5	-14.4	2.5	2.1	-0.4	0.4
- CCN1CCN(P2(=O)C=C(c3ccccc3)OC(c3ccccc3)=C2)CC1
 : 1.7[fluorescence artefact?]	-4.7	-1.3	-0.4	-0.3	-6.4	-2.1	0.1	-1.2
- CCOc1ccccc1C1CC(=O)Nc2cc3c(cc21)OCO3 (centres undefined)
 : -2.3	8.6	2.4	-10.3	-4.6	-34.0	2.4	-0.2	-0.2
- O=C(c1ccc(-n2c(SCc3cc(F)ccc3F)nc3ccccc3c2=O)cc1)N1CCOCC1
 : 7.6[fluorescence artefact?]	25.8	0.8	0.9	0.0	-14.6	-5.8	0.8	-2.6
- CCOC(=O)C(C)Sc1nc2c(c(-c3cccs3)c1C#N)CCC2 (centres undefined)
 : -2.2	24.7	6.5	-5.4	-14.4	32.8	-9.4	0.1	1.9
- CSc1ccc(S(=O)(=O)N2CCCC2)cc1
 : 9.7[fluorescence artefact?]	2.6	13.3	3.5	-5.6	-1.2	-7.7	0.4	0.0
- O=[N+]([O-])c1ccc2[nH]c3c(c2c1)CCCC3O (centres undefined)
 : -8.4	-10.8	25.3	-4.6	-12.0	-2.0	.	-0.1	1.6
- Cc1cccc(NC(=O)NC(=O)c2ccccc2)n1
 : -3.1	-1.6	12.5	-10.8	.	-0.7	-11.4	0.5	0.2
- C=CCN(CC=C)C(=S)NC(=O)/C=C/c1ccccc1
 : -1.8	0.9	5.3	4.8	-1.5	3.8	-4.3	-0.4	-1.5
- COc1ccc(OC)c(N/C(C)=C/C(=O)c2ccccc2)c1
 : -7.6	-20.0	11.3	-4.6	-11.3	0.4	-6.5	1.9	-1.8
- CNc1ccccc1C(C)(C)c1cc(-c2cccc(OC)c2)no1
 : -5.2	2.8	14.9	-18.3	-147.6	0.6	-10.3	-0.7	1.8
- Cc1nn(-c2ccccc2)cc1C(=S)Nc1ccccc1
 : -5.8	-3.3	-4.0	25.5	-1.7	5.0	-8.4	.	-1.3
- CCCCCC(O)(CCCCC)C(=O)NNc1ccccc1
 : 2.9[fluorescence artefact?]	5.9	0.0	-7.4	-9.5	0.7	-39.8	0.0	-2.8
- COc1cccc(C(C(=O)NC(C)(C)C)N(C(=O)CCC(=O)Nc2cc(C)on2)C(C)(C)C)c1OC (centres undefined)
 : 10.2	1.1	10.4	-23.9	-4.7	6.9	.	-0.6	-2.7
- CN(/N=C/c1ccc2c(c1)OCO2)c1nc(N2CCOCC2)nc(N2CCOCC2)n1
 : 5.4	-38.1	8.0	-4.7	-5.8	2.4	-10.6	57.9	-1.2
- O=C(NC1CCCCC1)C(c1ccccc1F)N(Cc1ccco1)C(=O)Cn1nnc2ccccc21 (centres undefined)
 : -4.7	-0.3	1.1	-0.4	-9.1	0.3	-4.5	0.1	-0.2
- O=C(O)CCn1cc(C2CC(c3ccccc3)=NN2c2ccccc2)c(-c2ccccc2)n1 (centres undefined)
 : 6.1	-9.1	49.8	0.7	0.2	18.5	18.0	0.7	10.9
- Nc1nc2ccc(C(=O)NCCOC(=O)C3CCCCC3)cc2s1
 : -14.6	-2.2	13.6	7.4	-6.5	1.3	-11.9	1.4	1.1
- CC(=O)/C(=N/Nc1ccc(Br)cc1)N1CCCc2ccccc21
 : -5.9	-30.9	20.1	-2.9	-11.7	-4.7	2.7	-0.1	0.6
- Cc1cc(=O)oc2cc(OCC(=O)OCc3nnc(-c4ccccc4)o3)ccc12
 : -0.2	-7.1	1.8	-11.9	-0.2	1.0	-3.1	1.2	-0.8
- Cn1c(=O)c2ncn(CC(=O)Nc3nc(-c4ccc(Cl)cc4)cs3)c2n(C)c1=O
 : -1.2	2.6	23.0	-6.6	-37.0	-5.6	-1.5	6.5	-2.7
- COCCNC(=O)C12CC3CC(CC(Cl)(C3)C1)C2
 : 2.8	5.8	11.7	-5.3	0.6	-2.7	-7.9	0.3	0.5
- COc1ccccc1N1CCN(C(=O)C2CCN(S(=O)(=O)c3ccc(Cl)cc3)CC2)CC1
 : -2.9[fluorescence artefact?]	1.0	-2.5	-14.3	-16.6	-3.0	-13.0	-0.6	-8.2
- CCOC(=O)c1nn(-c2ccc(OCC)cc2)c(C)c1C(C)=O
 : -3.0	-2.2	1.2	-14.4	-10.2	2.4	-2.0	1.6	-1.8
- O=C1C2CC=CCC2C(=O)N1c1nc2n(n1)C(c1ccccc1)CC(c1ccccc1)N2 (centres undefined)
 : -0.1[fluorescence artefact?]	17.5	-0.5	-1.5	-16.8	-2.8	-35.4	0.3	-1.8
- O=C(CSc1ncn[nH]1)c1ccccc1
 : -8.5	11.9	-0.2	-43.8	-0.8	4.2	8.6	-0.5	18.0
- Cc1nc(N2CCOCC2)[nH]c(=O)c1C(O)C(Cl)(Cl)Cl (centres undefined)
 : -3.3	-0.2	13.8	-12.7	-10.3	-2.3	-6.0	-0.2	0.2
- Cn1nnc(NC(=O)c2cccc(OCc3ccccc3)c2)n1
 : 2.5	-0.5	-1.5	0.1	-42.2	4.1	-11.5	0.2	0.5
- Cn1nc(C(=O)Nc2c(-c3ccccc3)nc3sccn23)c2ccccc2c1=O
 : 16.3[fluorescence artefact?]	-3.7	1.6	-18.1	-11.4	-6.1	-14.1	-0.2	-3.8
- COc1cccc(Nc2nc3ccccc3nc2-n2nc(C)cc2C)c1
 : -1.1	-5.0	5.1	-8.9	-12.5	29.4	0.2	-0.3	4.6

Complete entries, looked up by structure.
`CCCCCC(O)(CCCCC)C(=O)NNc1ccccc1` is entered as 14-3-3 Bad PPI: 2.9[fluorescence artefact?]; TbHK1 inh: 5.9; Hck Nef HTS: 0.0; EBV gp42 inh: -7.4; p47phox inh: -9.5; Runt-SMMHC FRET: 0.7; Mdm2 ligase inh: -39.8; L929 necroptosis: 0.0; Runt-CBFb FRET: -2.8
`CN(/N=C/c1ccc2c(c1)OCO2)c1nc(N2CCOCC2)nc(N2CCOCC2)n1` is entered as 14-3-3 Bad PPI: 5.4; TbHK1 inh: -38.1; Hck Nef HTS: 8.0; EBV gp42 inh: -4.7; p47phox inh: -5.8; Runt-SMMHC FRET: 2.4; Mdm2 ligase inh: -10.6; L929 necroptosis: 57.9; Runt-CBFb FRET: -1.2

Assay outcomes from PubChem.
